Wee1 stabilizer: human Wee1 degradation inhibition, primary screen; P30291; HeLa Luc-Wee1K328M stability, luciferase luminescence; 100% = proteasome inhibitor MG132 effect; reporter increase, % at 5 µM; 1.2% of 220,000 active; AID 1321;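 active = activation above the mean of all tested compounds plus 3 SD, set per screening run, cut at about 8.8% in these data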;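 also: cells exposed to compound for 20 h before luminescence read; 0% = DMSO alone and 100% = MG132 at 30 µM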
FXIa inh: inhibitors of human coagulation factor XIa | P03951 | purified FXIa, Boc-Glu-Ala-Arg-AMC fluorogenic substrate | inhibition, % at 5 µM | 0.14% of 220,000 active | AID 798;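 active = inhibition of at least 40%; inactive = inhibition below 40%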;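 also: fluorescence of freed AMC excited at 355 nm; 0% = enzyme without compound and 100% = no enzyme blank; many of its hits are not listed in these tables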
Mdm2 ligase inh: blocks human Mdm2 ubiquitin ligase activity; Q00987; cell-based MDM2 ubiquitination luciferase reporter, 2 h; 0 = plate control, 100 = twice control, blank-subtracted; signal enhancement, % at 5 µM; 0.11% of 210,000 active; AID 1230;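 active = signal enhancement of 30% or more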;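 also: luminescence tracks abundance of the self-degrading MDM2-luciferase fusion protein; higher signal means inhibition of MDM2 E3 ligase activity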
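Buffer or medium: Cells held in DMEM | Assay system: Stable mammalian line carrying autodegrading MDM2–luciferase fusion reporter | Quantity: 2000 cells/well | Times: 4 h settle plus 2 h compound, 37 °C | Doses: One concentration, 5 µM, with 0.2% DMSO | Technique: Luminescence with SteadyLite reagent, 15 min at room temperature | Benchmarks: Plate controls and plate blanks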
Rad51 HR inh: Rad51 (human) homologous recombination inhibition | 0.085% of 200,000 active | inhibition, % at 10 µM | hRad51 DNA strand exchange, fluorescence dequenching | Q06609;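 active = inhibition above 40% at the single screening dose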;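 also: 0% = DMSO control wells and 100% = blanks with heterologous ssDNA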
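System: human Rad51 nucleoprotein filaments preassembled on unlabelled ssDNA. Reagent: labelled 47-mer dsDNA for strand exchange. Schedule: 30-min compound preincubation and 15-min exchange, both room temperature. Measured by: FRET fluorescence dequenching, excitation 485 nm, emission 520 nm. Read-out: Fluorescence-based percent inhibition, control- and blank-normalised. Benchmarks: plate controls and plate blanks.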
eIF4E 4G PPI: blocks eIF4E binding to eIF4G; TR-FRET eIF4E-eIF4GI(517-606) binding, 2 h; inhibition, % at 21.7 µM; 0.37% of 220,000 active; AID 782;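 active = inhibition above about 30%, limit read from the data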;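 also: 0% = full FRET control wells and 100% = background wells lacking eIF4GI fragment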
hK5 inh: kallikrein 5 (human) inhibition. Q9Y337. recombinant hK5, fluorogenic AMC substrate cleavage. inhibition, % at 5 µM. 0.59% of 210,000 active;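 active = inhibition of 40% or more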;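 also: 0% = enzyme controls without compound and 100% = no-enzyme blanks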
p97 inhibitor: inhibitors of human p97 ATPase. inhibition, % at 8 µM. P55072. 0.42% of 220,000 active. recombinant p97 ATPase, Kinase-Glo ATP luminescence, 3 h; in the data active = inhibition above about 15%;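 also: 0% = DMSO vehicle and 100% = wells lacking enzyme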
FXIIa inh 1536: factor XIIa (human) inhibition; 0.3% of 220,000 active; inhibition, % at 5 µM; P00748; purified FXIIa, Boc-QGR-AMC fluorogenic substrate, 2 h; in the data active = inhibition above about 40%;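 also: 0% = enzyme with no compound and 100% = blank without enzyme; many of its hits are not listed in these tables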
14-3-3 Bad PPI: disrupts binding of bovine 14-3-3 zeta to phospho-Bad peptide. P63103. 0.71% of 220,000 active. TR-FRET 14-3-3zeta/Dy647-pBad peptide displacement, 1 h. inhibition, % at 21.7 µM;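 active = inhibition above about 70%, limit read from the data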;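 also: 0% = full 14-3-3 plus peptide FRET controls and 100% = background without 14-3-3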
* hit, by the source's call; / = no result given; [ ] = another dose, or the depositor's remark.

Fields – Wee1 stabilizer, FXIa inh, Mdm2 ligase inh, Rad51 HR inh, eIF4E 4G PPI, hK5 inh, p97 inhibitor, FXIIa inh 1536, 14-3-3 Bad PPI
CCOC(=O)NCC(C#CCN(CC)CC)N(CC)CC (configuration not stated)
 : -0.9, -11.0, 2.6, 2.2, -5.0, -26.7, -4.9, 3.7, -0.5
Cc1ccc(Nc2nc(N)nc(CSc3nncn3C)n2)cc1
 : -1.0, 7.8, -4.0, -5.3, 2.1, -5.2, 7.0, 11.0, -4.5
O=C(Sc1cccc2cccnc12)c1ccc(F)cc1
 : 8.1, 8.3, -15.4, 1.2, -7.4, -0.8, 7.7, 14.3, -13.8
Cc1ccccc1N(CC(=O)Nc1ccc(F)cc1)S(C)(=O)=O
 : 1.2, 8.8, -4.2, -5.8, 4.2, -14.0, -1.5, 10.8, 9.6
CCOc1cccc(OCCOCCNC(C)(C)C)c1
 : 0.6, 8.1, 5.2, /, 1.8, -6.0, 2.5, 11.6, 34.4
COCCNC(=O)c1onc(CSc2ccccc2)c1C(=O)O
 : 1.4, -0.6, -11.9, -4.0, 2.1, -9.3, -3.8, 8.1, 31.9
CC(C)(C)c1nn(-c2ccccc2)c2[nH]c(=O)c(CNCc3ccco3)cc12
 : -0.8, -3.7, -17.2, /, 4.2, -22.1, 2.5, 6.4, 20.9
C=C(C)C(=O)Nc1cccc(C2=NOC3(C2)C[C@@H](C(N)=O)N(C(=O)/C(C)=C/C)C3)c1 (some centres not stated)
 : /, -6.4, 11.9, 7.5, 9.6, 0.2, /, 2.6, 33.5
FC(F)(F)c1cccc(Nc2cc(-c3ccccc3)nc3ncnn23)c1
 : 2.1, -1.8, -4.5, 10.4, -8.9, -6.0, -5.3, 6.0, -7.5
CCCCOC(=O)C1=C(C)NC(=O)NC1c1ccc([N+](=O)[O-])s1 (configuration not stated)
 : 2.0, 7.0, -38.4, -9.2, -0.3, -8.1, 0.7, 13.3, 6.3
Cc1cc(C)cc(N2CCCC2=O)c1
 : -1.1, 4.5, 4.6, 3.2, -1.2, -6.1, 4.0, 7.2, 4.6[fluorescence artefact?]
Cn1c(=O)c(C(=O)CN2CCc3ccccc32)c(N)n(Cc2ccccc2)c1=O
 : -2.4, 6.8, -13.6, 4.2, -4.3, -6.4, 3.9, 9.9, -1.1
COc1cccc(CN2CCN(Cc3cccn3-c3cccnc3)CC2CCO)c1 (configuration not stated)
 : -1.9, -6.6, -4.4, 12.4, -3.1, -5.6, 1.8, 3.6, -10.8
CN(Cc1ccccc1)c1nc2c(c(=O)[nH]c(=O)n2C)n1Cc1ccccc1Cl
 : 1.0, -0.2, -8.8, 0.6, 4.5, -2.4, -7.6, 8.3, -4.7[fluorescence artefact?]
COC(CNC(=O)C1CCN(C(=O)c2cc3oc(C)cc3n2Cc2c(F)cccc2Cl)CC1)OC
 : -0.9, -0.3, 2.4, /, 1.6, /, -4.5, 8.5, -2.5
Cc1ncoc1C(=O)N1CCCC(C(=O)c2ccc(C(F)(F)F)cc2)C1 (configuration not stated)
 : -1.8, 0.1, -12.3, -103.4, 1.8, -1.9, -0.8, 13.1, -6.5
CC(C)n1c(=O)[nH]c2ccccc21
 : 3.7, -5.6, -15.8, 0.7, 6.6, -22.7, 1.1, 10.2, 2.1
C=CC(=O)N1c2ccccc2Sc2ccc(NC(=O)OCC)cc21
 : 2.2, 4.4, /, 1.7, 2.5, -9.9, 9.4, 17.2, -4.1
COC(=O)CC1COc2ccccc2N1C(=O)c1cccc(C(F)(F)F)c1 (configuration not stated)
 : 7.9, -0.8, 1.0, -7.8, 7.0, 0.5, 3.5, 5.5, -0.1
COc1ccc(OC)c(NS(=O)(=O)c2ccc(NC(C)=O)cc2)c1
 : -0.1, 1.1, -5.1, 0.6, 7.3, -18.0, 4.7, -3.4, 9.1
CCC(=O)Nc1cccc(NC(=S)NC(=O)c2ccccc2Cl)c1
 : -1.2, -4.8, -6.8, 3.7, 5.6, -8.6, -3.2, 8.3, 6.6
CCn1c2ccc(C)cc2c2nnc(SCCN3CCOCC3)nc21
 : -1.9, 13.3, 7.7, -5.2, -0.1, 1.7, 0.0, 22.1, -6.1
O=c1[nH]oc(O)c1-c1ncc(C(F)(F)F)cc1Cl
 : -2.3, 1.4, -14.0, 9.2, -1.1, -4.0, 3.6, 4.5, -11.6
COC(=O)CCCC(=O)NC(C)c1cnn(-c2ccccc2C)c1C (configuration not stated)
 : -2.1, -1.9, -1.5, 0.4, -1.7, 2.7, 3.2, 11.0, -3.2
COC(=O)CSc1nc2c(c(C3CC=CCC3)c1C#N)CCC2 (configuration not stated)
 : 1.1, 3.9, -6.6, 1.2, 1.8, -8.5, -2.5, 11.7, 0.6[fluorescence artefact?]
O=[N+]([O-])c1cc(CN2CCCC2)c2cccnc2c1O
 : 0.0, 5.1, -2.1, -9.1, 10.1, -172.8, 7.8, 12.1, -12.6[fluorescence artefact?]
COc1cc(C2C(C#N)=C(C)NC(C)=C2C#N)cc(OC)c1OC
 : 1.9, 8.3, -5.3, /, 5.4, 5.5, 1.5, 16.4, -3.6[fluorescence artefact?]
COc1ccccc1CCN=C(N)NS(=O)(=O)c1cccs1
 : -2.1, -1.5, 0.2, -11.4, -1.5, -3.6, 7.6, 4.7, -0.1
COc1ccc([N+](=O)[O-])cc1N(CC(=O)NCCSc1ccc(C)cc1)S(C)(=O)=O
 : -2.2, 0.1, -10.1, /, 2.6, /, 1.3, 8.2, -2.4
Cc1c(N2C(=O)/C(=C\c3ccc(N(C)C)cc3)N(C)C2=S)c(=O)n(-c2ccccc2)n1C
 : -0.7, 5.7, /, /, -7.5, -27.4, -6.3, 7.0, -2.7[fluorescence artefact?]
COc1ccc(NS(=O)(=O)c2cc(NC(=O)c3ccc(F)cc3)ccc2OC)cc1
 : 3.4, 5.2, 21.8, 3.8, 11.6[fluorescence artefact?], -14.3, -0.4, 13.9, -15.5[fluorescence artefact?]
O=C(COc1ccc(F)cc1)NNC(=O)c1cc2ccccc2oc1=O
 : 0.0, 7.1, -5.1, 4.9, -5.0, -10.9, 0.0, 15.8, -10.5[fluorescence artefact?]
O=C(N/N=C/c1cnc(N2CCCCC2)s1)c1ccc(C(F)(F)F)cc1
 : -0.5, 2.4, -19.4, /, 0.3, /, 1.1, 12.7, -5.5
Cc1nc(N[C@@H](Cc2ccccc2)C(=O)O)c2oc3ccccc3c2n1
 : -1.7, 6.4, 3.3, /, 4.5, -5.3, -2.8, 12.8, -9.1
CCOc1ccc(N2C(=O)CC(N3CCN(c4ccccc4F)CC3)C2=O)cc1 (configuration not stated)
 : 14.0*, 6.7, -12.1, /, -3.3, -15.8, 1.9, 9.2, 3.6
NN/C(=C\[N+](=O)[O-])Nc1ccccc1
 : 0.2, -4.7, 8.9, 7.9, 0.6, 4.5, 3.4, 4.2, -3.9
Cc1cccc(NC(=O)c2cc(Cl)ccc2[N+](=O)[O-])c1
 : -0.2, 0.9, -5.1, 5.4, 1.6[fluorescence artefact?], -5.4, 4.9, 4.2, 1.9
C=CCn1c(SCc2ccc3nonc3c2)nnc1-c1cccs1
 : -2.6, -6.5, -5.3, -2.5, -9.0, -16.6, 1.7, 0.1, -6.9
O=C(NCc1ccco1)C1CCCN(S(=O)(=O)c2cccc3cccnc23)C1 (configuration not stated)
 : -1.9, 2.2, -21.7, 25.1, 1.1[fluorescence artefact?], -4.6, 2.5, 15.3, 1.7
CC(C)Oc1ccc(C(=O)NC(Cc2c[nH]c3ccccc23)C(=O)NN)cc1 (configuration not stated)
 : 1.6, -5.8, -8.1, -3.5, -2.6, -6.5, 10.4, -6.0, -4.8
CN(c1ccccc1)S(=O)(=O)c1ccc(Cl)c(C(=O)OCC(=O)N2CCOCC2)c1
 : -3.1, -5.5, 2.0, 1.8, -1.5, -5.6, 0.7, -0.3, -9.3
COc1ccc(OC)c2c1sc(=NC(=O)C(C)C)n2C
 : -0.6, 5.4, -13.6, -7.2, 1.2, 5.8, -5.6, 12.0, 6.3
O=C(CN1CCN(c2ccccc2)CC1)Nc1ccc2c(c1)OCCO2
 : -2.0, -2.6, 3.4, -1.4, 1.5, 2.4, -1.5, 10.6, -2.1
COC(=O)C1CC(O)CN1C(=O)c1ccco1 (configuration not stated)
 : 1.7, -1.4, -1.7, -5.3, 3.4, -6.7, 0.8, 10.1, -1.4[fluorescence artefact?]
CCCC(C)NC(=O)c1c2c(nc3ccccc13)CCC2 (configuration not stated)
 : -0.5, 10.3, -25.1, -3.2, 16.0, 16.9, 1.4, 8.0, 14.8
CN(Cc1ccccc1)C(=O)CSc1nc2cc(C(=O)N3CCC(C(N)=O)CC3)ccc2c(=O)n1-c1ccccc1
 : 4.8, 0.9, /, 28.7, 0.8, 6.8, 0.1, 6.2, 5.4
Cc1noc(C)c1Cc1ccc(O)cc1
 : 0.6, 0.7, 10.7, -15.7, /, -9.7, -4.0, 12.6, /
Cc1ccccc1-c1noc(C23CC4CC(CC(C4)C2)C3)n1
 : 1.4, 5.8, 6.9, 3.2, -0.9[fluorescence artefact?], -0.5, -5.9, 12.5, 56.0
COc1ccc(CCn2nnnc2C(CC(C)C)N2CCN(c3ncccn3)CC2)cc1OC (configuration not stated)
 : 1.5, 2.2, -5.8, /, -2.2, -2.0, -0.5, 17.3, 9.4
O=C(/C=C/c1cccc([N+](=O)[O-])c1)Nc1cc(C(=O)O)cc(C(=O)O)c1
 : -3.9, 3.8, -11.9, -6.2, -0.9, -23.3, 1.0, -1.1, -0.1
CO/N=C/CC(=O)c1cnc(-c2ccc(Cl)cc2)s1
 : -0.8, -2.9, 17.3, -0.1, 3.0, -1.0, 7.5, 8.6, -15.8

Three compounds out of the list, arranged by length of the SMILES, ascending:
Fields – Wee1 stabilizer, FXIa inh, Mdm2 ligase inh, Rad51 HR inh, eIF4E 4G PPI, hK5 inh, p97 inhibitor, FXIIa inh 1536, 14-3-3 Bad PPI
COC(=O)C1CC(O)CN1C(=O)c1ccco1 (configuration not stated)
 : 1.7, -1.4, -1.7, -5.3, 3.4, -6.7, 0.8, 10.1, -1.4[fluorescence artefact?]
COc1ccc(CCn2nnnc2C(CC(C)C)N2CCN(c3ncccn3)CC2)cc1OC (configuration not stated)
 : 1.5, 2.2, -5.8, /, -2.2, -2.0, -0.5, 17.3, 9.4
CN(Cc1ccccc1)C(=O)CSc1nc2cc(C(=O)N3CCC(C(N)=O)CC3)ccc2c(=O)n1-c1ccccc1
 : 4.8, 0.9, /, 28.7, 0.8, 6.8, 0.1, 6.2, 5.4
